# Screens as filed in PubChem.
# sdo1 growth – compounds rescuing growth of sdo1-depleted yeast, bone marrow failure model; S. cerevisiae sdo1-depleted JHY4D growth rescue, OD600 30 h; stronger effect = higher value; pdr5 snq2 efflux-pump mutant strain; z-score at 10 µM; hit rate 0.21% among 140,000; AID 817;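 active means z-score above 3 at both the 24 hr and the 30 hr optical density reads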;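 further: z-score against mean and SD of all compound wells on the same plate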
# Insulin prom inh – TRM-6 insulin promoter activity inhibition; TRM-6 cells (human fetal islet line), insulin promoter-eGFP reporter, imaging; reporter expression induced with tamoxifen; inhibition, % at 2 µM; hit rate 0.9% among 130,000;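 active means inhibition above the mean plus 3 SD, with well images judged a real hit on visual review, cut at about 60% in these data, passing the limit was not always enough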
# sdo1 growth Rescue 24 h – also measured in sdo1 growth; calls as there; z-score; S. cerevisiae sdo1-depleted JHY4D growth rescue, OD600; measured here: growth rescue at 24 h;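 0 is the plate mean of compound wells and units are plate SD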
# The depositor's hits bear a star; x = no result given.
# Results follow in this order: sdo1 growth	sdo1 growth Rescue 24 h	Insulin prom inh
O=C(Nc1ccccc1Cc1ccccc1)c1oc2ccccc2c1COc1ccccc1
    2.2	2.5	25
O=C(CCc1ccc(S(=O)(=O)N2CCOCC2)cc1)N1CCN(Cc2ccc3c(c2)OCO3)CC1
    0.44	0.12	-62
Cc1c(C(=O)Nc2ccc(-c3nnc4n3CCCCC4)cc2)oc2c1ccc1ccccc12
    -1.1	-0.78	-11
Cc1nnc(Cl)c2nn(-c3ccccc3F)c(C)c12
    -0.28	-0.33	-31
CCS(=O)(=O)NCC(c1ccco1)N1CCN(c2ccc(F)cc2)CC1 (stereo not drawn)
    -0.24	-1.5	38
O=C(c1cccc(F)c1)N1CCN(C(=O)c2nn3cccnc3c2Cl)CC1
    -0.41	-0.17	17
O=C(CSc1ncccn1)N1CCN(C(c2ccccc2)c2ccccc2)CC1
    -0.48	-0.15	x
Oc1ccccc1C=NC(c1ccccc1)C(O)c1ccccc1 (stereo not drawn)
    1.1	-0.03	55
COC(=O)c1oc2ccccc2c1-n1cccc1
    0.54	0.56	-8
O=C(NCCNC(=O)c1cc(OCC(F)(F)F)ccc1OCC(F)(F)F)Nc1ccc(OC(F)(F)F)cc1
    -0.55	0.34	-34
O=[n+]1c2c(n([O-])c3cc(F)c(N4CCCC4)cc31)CCC2
    x	x	-11
Cc1nnc2n(C3CCCCC3)c(=O)c3c4c(sc3n12)CCC4
    -1.2	-1.2	7
CCOC(=O)c1c(NC(=O)Cn2cc([N+](=O)[O-])cn2)sc2c1CCC2
    -0.26	0.58	-33
COC(=O)C1=C(N)Oc2cc(C)n(CC3CCCO3)c(=O)c2C1c1ccccc1OC (stereo not drawn)
    0.78	0.93	-16
Cc1ccc(S(=O)(=O)N2CCC(C(=O)NCCc3ccccn3)CC2)cc1
    x	x	-13
Cc1[nH]c2ccccc2c1-c1nc(-c2ccc(Cl)cc2)nnc1-c1ccccc1
    x	x	-10
Fc1ccc(NC(=S)Nc2cccc(Cl)c2)cc1
    -0.29	-0.74	29
CC(=O)Nc1ccc(S(=O)(=O)Nc2nc3ccc(C)cc3s2)cc1
    0.9	0.78	26
N#CC(C#N)=NNc1ccc(S(=O)(=O)N2CCCCC2)cc1
    0.37	-0.07	49
COCc1[nH]nc2c1C(c1ccccc1OC)C(C#N)=C(N)O2 (stereo not drawn)
    1.3	1.1	x
c1cc2c3c(cccc3c1)C(N1CCN(C3=Nc4cccc5cccc3c45)CC1)=N2
    x	x	7
C=CCN(CC=C)C(=S)NC(=O)c1ccc(-c2ccccc2)cc1
    -2.6	-2.1	-30
O=S(=O)(NC1CCCCC1)c1ccc(Br)cc1
    -0.12	-1.1	0
CC(=O)Nc1ccc(NC(=O)Oc2ccccc2)cc1
    1.6	1.9	-33
OCc1nn2c(c1Br)NC(c1ccccc1)CC2C(F)(F)F (stereo not drawn)
    -0.43	-0.28	48
CCn1c(SCC(=O)NCc2ccc(C)cc2)nnc1-c1ccncc1
    0.53	1.7	x
Cc1nc2ccccc2nc(C)c1=NOCc1ccc(C#N)cc1
    -0.44	-0.98	11
COc1ccc(N(CC(=O)NC2CCCCC2)C(=O)CNC(=O)c2ccco2)c(OC)c1
    0.23	0.37	29
Cc1ccc(NC(=S)NCc2ccc3c(c2)OCO3)c(C)c1
    -0.95	-1.1	-65
COC(=O)c1sccc1NC(=O)CSc1ccccc1NS(=O)(=O)c1ccc(Br)cc1
    -0.85	0.25	x

# The list goes on, starting with the last 5 of the part before.
# Results follow in this order: sdo1 growth	sdo1 growth Rescue 24 h	Insulin prom inh
CCn1c(SCC(=O)NCc2ccc(C)cc2)nnc1-c1ccncc1
    0.53	1.7	x
Cc1nc2ccccc2nc(C)c1=NOCc1ccc(C#N)cc1
    -0.44	-0.98	11
COc1ccc(N(CC(=O)NC2CCCCC2)C(=O)CNC(=O)c2ccco2)c(OC)c1
    0.23	0.37	29
Cc1ccc(NC(=S)NCc2ccc3c(c2)OCO3)c(C)c1
    -0.95	-1.1	-65
COC(=O)c1sccc1NC(=O)CSc1ccccc1NS(=O)(=O)c1ccc(Br)cc1
    -0.85	0.25	x
COc1ccc(C)cc1S(=O)(=O)N(CC(=O)O)c1ccccc1
    -0.03	-0.36	-13
COC(=O)C(NC(=O)Nc1ccccc1OC)C(C)C (stereo not drawn)
    0.01	0.04	x
CC(O)[C@H](NC(=O)C1(c2ccccc2)CCN(C(=O)OC(C)(C)C)CC1)C(=O)O (stereo partly drawn)
    0.6	0.68	x
CC(C)N1C(=S)SC(C)(C)C1n1oc(=O)n(-c2ccc(Cl)c(Cl)c2)c1=O (stereo not drawn)
    -0.19	-0.25	40
CC1CCCCN1CCNc1nc(=S)[nH]c2ccccc12 (stereo not drawn)
    0.84	0.76	21
CCN1CCc2c(C#N)c(NCc3ccccc3)nc(N(CC)CC)c2C1
    -1.8	-1.9	x
CCCc1ccc(-c2ccc(F)c(N)c2)nc1
    0.1	0.37	x
Cc1ccc(S(=O)(=O)Cn2nnnc2C(C(C)C)N2CCN(c3nc4ccccc4s3)CC2)cc1 (stereo not drawn)
    -1.1	-1.2	12
COc1ccc(Cn2c(=O)[nH]c3cc(C(=O)Nc4ccc(N5CCN(C)CC5)cc4)ccc32)cc1
    1.3	1.5	-4
CCOc1ccc2nc(NCCNC(=O)CC)c(C#N)cc2c1
    0.92	0.76	x
COc1ccc(CCNC(=O)CSc2nn(-c3ccccc3)c(=S)s2)cc1OC
    -0.18	-1.3	-10
Cc1cc(Br)c(S(=O)(=O)NCCN2CCOCC2)cc1C
    0.28	-0.3	x
CCOP(=O)(c1ccccc1)C1(O)CCCCC1 (stereo not drawn)
    -0.34	-1.1	36
Cc1ccc(N2C(=O)CC(NCc3ccc4c(c3)OCO4)C2=O)cc1Cl (stereo not drawn)
    -0.13	-0.17	0
CCOC(=O)c1cccc(S(=O)(=O)N(CCO)Cc2cc3cc(OC)ccc3[nH]c2=O)c1
    0.81	0.44	x

# Rewritten with values ahead of the structure: 4 of the compounds above.
sdo1 growth	sdo1 growth Rescue 24 h	Insulin prom inh	structure
-0.85	0.25	x	COC(=O)c1sccc1NC(=O)CSc1ccccc1NS(=O)(=O)c1ccc(Br)cc1
-0.03	-0.36	-13	COc1ccc(C)cc1S(=O)(=O)N(CC(=O)O)c1ccccc1
0.01	0.04	x	COC(=O)C(NC(=O)Nc1ccccc1OC)C(C)C (stereo not drawn)
0.6	0.68	x	CC(O)[C@H](NC(=O)C1(c2ccccc2)CCN(C(=O)OC(C)(C)C)CC1)C(=O)O (stereo partly drawn)

# Carrying on.
# Results follow in this order: sdo1 growth	sdo1 growth Rescue 24 h	Insulin prom inh
Cc1ccc(C)c(CSc2nnc(C)c(=O)n2N)c1
    x	x	-25
CCOC(=O)C1=C(N)N(c2ccccc2)C2=C(C(=O)CCC2)C1c1cccnc1 (stereo not drawn)
    0.84	0.12	-46
Cc1c(NP(=O)(Oc2ccccc2F)Oc2ccccc2F)c(=O)n(-c2ccccc2)n1C
    -0.38	-0.1	-36
CSc1nc2c(c(=O)[nH]1)C(c1cccc(Cl)c1Cl)CC(=O)N2 (stereo not drawn)
    x	x	-45
Nn1c(-c2ccccn2)nnc1-c1ccccn1
    2.4	3.9	23
COc1ccc(N(/N=C2\Sc3ccccc3C2=O)C(C)=O)cc1
    x	x	29
COc1cccc(NC(=S)NN2C(C)CCCC2C)c1 (stereo not drawn)
    -0.39	0.28	x
Cc1ccc(-c2nc(=S)c3c(n2Cc2ccco2)CC(C)(C)OC3)cc1
    -0.2	0.49	54
COC(=O)c1sccc1NC(=S)N1CCN(c2cccc(C)c2C)CC1
    -0.05	-0.2	-17
N#Cc1ccccc1NC(=O)c1cc(=O)c2ccccc2o1
    x	x	0
ONC(=Nc1ccccc1)C(=Nc1ccccc1)NO
    0.52	-0.33	x
Cc1cccc2sc(NC(=O)c3ccc(NS(=O)(=O)c4cccs4)cc3)nc12
    -1.2	-0.61	-19
CC(C)[C@H](NC(=O)c1cccc(S(=O)(=O)N2CCOCC2)c1)C(=O)Nc1nc2ccccc2s1
    0.39	0.27	-59
c1ccc(CCc2ccccc2-c2nc(-c3cccnc3)no2)cc1
    -1.4	-1.2	43
Cc1ccccc1C(=O)NCC(=O)NNC(=S)NC(=O)c1ccccc1C
    -0.95	-0.93	31
O=C(Cn1cnc2scc(-c3ccc(F)cc3)c2c1=O)N1CCOCC1
    -0.46	-1.4	-4
CN(C)CCNC(=S)Nc1ccccc1Cl
    -0.13	-0.69	-6
O=C(Nc1cccc(F)c1)c1c(O)c2cccc3c2n(c1=O)CCC3
    x	x	-7
CN1CCN(CC(=O)Nc2nc(-c3ccccc3)cs2)CC1
    -0.65	-0.42	8
CCCCNC(=O)/C(C#N)=c1\s/c(=C\c2ccccc2OC(F)F)c(=O)n1CCCOC
    -1	-0.4	x
Cc1c(C(=O)NCc2n[nH]c(=S)n2-c2ccc(F)cc2)cccc1[N+](=O)[O-]
    x	x	15
CCOC(=O)c1sc(NC(=O)c2ccncc2)nc1C
    0.39	-0.57	46
COc1ccccc1NC(=S)N1CCCC1
    1.1	0.7	21
Cc1cc(C)cc(NC(=O)CN2C(=O)NC(C)(c3ccccc3)C2=O)c1 (stereo not drawn)
    -0.75	-0.91	12
Oc1ccccc1N1CCN(c2ncccn2)CC1
    1.6	0.74	-14
COc1cc2c(C(=O)N3CCN(c4ccccc4)CC3)c(C)oc2cc1Br
    -1.9	-0.93	-14
CCCNS(=O)(=O)c1ccc(OCC(=O)Nc2ccccc2F)cc1
    0.75	0.77	-6
COc1ccc(OC)c(C(=O)c2coc3ccc(O)cc23)c1
    -0.08	-0.73	x
Cc1ncsc1C(=O)N1N=C2/C(=C/c3ccc(N4CCOCC4)cc3)CCCC2C1c1ccc(N2CCOCC2)cc1 (stereo not drawn)
    0.1	2.3	-62
COc1ccc(Cl)cc1NC(=O)NC(C)c1ccncc1 (stereo not drawn)
    -0.26	-0.08	-291
COc1ccc(CSCC(=O)N/N=C/c2ccccc2OCc2ccccc2)cc1
    -1.1	-1.3	21
CCOC(=O)c1cc(-c2ccccc2)n(CC(=O)Nc2ccc(OC)c(OC)c2)c1C
    -1.1	-0.31	-31
CCCc1nc(SCc2ccccn2)c2c(=O)n(C)c(=O)n(C)c2n1
    -1.8	-1.4	x
O=C(NCc1cccnc1)c1cc(Cl)ccc1[N+](=O)[O-]
    1.1	1.3	-30
CC1CC(CCC(=O)NC(=S)Nc2ccc(S(N)(=O)=O)cc2)C(=O)O1 (stereo not drawn)
    x	x	-79
Cc1nc(CSc2ccc(Cl)cc2)cc(N2CCOCC2)n1
    -0.14	-0.58	-31
COC(=O)c1[nH]c(C)c(/C(O)=C2\C(=O)C(=O)N(CCN3CCOCC3)C2c2cccnc2)c1C (stereo not drawn)
    0.91	0.65	11
CC1=CC(C)(C)NC(=S)N1c1cccc2ccccc12
    -0.8	-1.8	-128
Cn1cc(C(=O)c2ccc(Cl)cc2Cl)cc1C(=O)N/N=C(\N)COc1ccc(Cl)cc1Cl
    -0.24	-0.21	-29
CC1=C(C)CC(C(=O)Nc2cccc(Cl)c2)C(C(=O)O)C1 (stereo not drawn)
    0.32	0.33	33
COc1ccc(NC(=O)CN2CCN(S(=O)(=O)c3ccc(Cl)cc3)CC2)cc1Cl
    -1.3	-0.88	x
O=S(=O)(Nc1ccc(F)cc1)c1ccc(NC(=S)Nc2ccccc2)cc1
    1.6	0.59	x
CC1CN(c2nc3ccccc3nc2C(C#N)C(=O)OC2CCCCC2)CC(C)O1 (stereo not drawn)
    -0.26	-0.11	29
COc1ccc(C(C(=O)NCc2ccccc2)N(Cc2ccco2)C(=O)c2cnccn2)cc1 (stereo not drawn)
    x	x	21
Cc1ccc2c(c1)c(N=NC(N)=S)c(O)n2Cc1ccccc1
    2.3	3.6	52
O=C(NCCCN1CCCC1=O)c1nnc(Cc2c(F)cccc2Cl)o1
    0.22	1	x
CCc1nc(SCc2ccc(F)cc2)n[nH]1
    x	x	30
O=C(/C=C/Nc1cccc(C(F)(F)F)c1)C(F)(F)F
    1.6	2.1	x
COc1ccc(NC(=O)COC(=O)c2ccc(OCc3c(C)noc3C)cc2)cc1OC
    0.08	-0.48	22
C=C(C)CNC(=S)N1CCNC(=O)C1CC(=O)OC (stereo not drawn)
    0.53	-0.79	7
O=C(CCc1nc(-c2ccccc2Cl)no1)NCC1CCCO1 (stereo not drawn)
    x	x	-20
CC(C)=CC(=O)N1CCCc2ccccc21
    0.93	0.52	0
Cc1nn(-c2ccccc2)cc1/C=N/O
    0.8	0.81	x
O=C(Nc1ccccc1N1CCCC1)c1cccc(-c2cc3ccccc3oc2=O)c1
    -0.49	-0.22	x
O=C(OCCO)c1cc(Cl)c(C(=O)OCCO)cc1Cl
    0.37	-0.04	-56
CC(C)N(Cc1ccccc1)C(=S)NC(=O)C1(C)CC1(Cl)Cl (stereo not drawn)
    x	x	45
CN1CCN(S(=O)(=O)c2ccc(NC(=O)C3CCCO3)cc2)CC1 (stereo not drawn)
    0.8	-0.66	46
Cc1onc(C(=O)NN)c1C(=O)Nc1ncc(C(F)(F)F)cc1Cl
    x	x	-18
O=C(NCc1ccco1)c1ccccc1NC(=O)C1CC(=O)N(c2ccc(Cl)cc2)C1 (stereo not drawn)
    -0.49	-0.42	-179
CCOc1c(C)cc2[nH]c(CCC(=O)O)nc2c1C
    -0.9	-1.2	-19
O=C(CCC(=O)N1CCN(S(=O)(=O)c2ccc(Cl)cc2)CC1)NC1CCCc2ccccc21 (stereo not drawn)
    0.34	0.81	-29
